Screening data: PubChem, National Center for Advancing Translational Sciences (NCATS)
aSyn yeast rescue = alpha-synuclein toxicity suppression in yeast | S. cerevisiae alpha-synuclein toxicity rescue, BacTiter-Glo growth, 24 h | Potency, µM (highest dose often 46.1 µM), without a hit: at the top dose growth rescue (activation), hits mostly activators | 0.02% of 94,000 active | AID 1347070; active = well fitted activation curve with a large enough effect; inconclusive = small, poorly fitted or top-dose-only effect; also: 0% is about no effect
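Growth restoration measured by BacTiter-Glo luminescence after 24 hr at 30 deg C; alpha-synuclein yeast, raffinose-pregrown to mid-log, were added at OD600=0.02 in galactose medium onto pinned compounds.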
* hit, by the source's call; ? = inconclusive. Potency is read from the fitted curve at half-maximal effect. This is a subset; rates above refer to the full screens.

SMILES | aSyn yeast rescue
COc1ccc(C(=O)NC(c2ccc(Cl)cc2)c2cc(Cl)c3cccnc3c2O)cc1 (configuration not stated) | ?
Cc1c(Cl)cccc1NC(=O)Cn1nc(C(F)(F)F)c2c1CCC2 | 2%
CCn1c(=O)cc(SCC(=O)NCc2ccc(Cl)cc2)c2ccccc21 | -5%
O=C(Cc1cn(-c2ccccc2)nc1-c1ccccc1)N1CCCCC1 | 15%
CCOCCn1c(CN2CCN(CCO)CC2)nc2c1c(=O)n(C)c(=O)n2C | -1%
Cc1ccc(NC(=O)c2cc3cc(C)ccc3n2C)cc1 | 3%
COc1ccc(-n2nc(C(=O)Nc3ccccn3)c3c4ccccc4n(C)c3c2=O)cc1 | 7%
O=C(CCCn1ncn2c(cc3occc32)c1=O)NCc1ccccc1F | 4%
Cc1cc(-c2ccccc2C(=O)Nc2ccccc2O)on1 | 6%
CCOc1cc(N2CCOCC2)c(OCC)cc1NC(=O)c1cc(C)cc(C)c1 | 0%
Cc1cn([C@H]2C[C@H](O)[C@@H](CNCc3cc(Br)ccc3OCc3ccccc3)O2)c(=O)[nH]c1=O | 7%
Cn1cnc2c(=O)oc3ccc(S(=O)(=O)N4CCN(c5ccccc5)CC4)cc3c21 | -9%
CC(C)(C)C1CCc2c(sc(NC(=O)c3cccc(Cl)c3)c2C(=O)NCc2ccco2)C1 (configuration not stated) | -10%
CC(C)COc1ccc(C(=O)OCC(=O)N(C)CC(=O)Nc2ccc(F)cc2)cc1 | -10%
CCCCN(CCCC)CCNC(=O)Cn1nc(CC)n2c(cc3sc(C)cc32)c1=O | 1%
O=C(COC(=O)/C=C/c1ccc2ccccc2n1)NNC(=O)c1ccc([N+](=O)[O-])cc1 | 7%
Cc1ccc(N2C(=O)NC(NS(=O)(=O)c3ccccc3)(C(F)(F)F)C2=O)cc1 (configuration not stated) | 2%
CCCCc1nn2c(=O)cc(COC(=O)c3cccc(NC(=O)c4cccs4)c3)nc2s1 | -8%
CCC(CC)C(=O)Nc1ccc(OCc2cc(=O)n3ccc(C)cc3n2)cc1 | -8%
COc1cccc(Cn2c(CNC(=O)CCc3ccccc3)nc3cccnc32)c1 | -9%
NC(=O)NC(=O)c1nccnc1C(=O)O | -6%
Cc1ccc(C(=O)OCC(=O)NCCNC(=O)COC(=O)c2ccc(C)s2)s1 | -1%
Cc1nn(CCOc2ccccc2Cl)c(C)c1[N+](=O)[O-] | -1%
CCOC(=O)C1=C(c2ccccc2)Nc2ncnn2C1c1ccc(C(=O)O)cc1 (configuration not stated) | -6%

Gathered by group: the entries above with a CF3 group
SMILES | aSyn yeast rescue
Cc1c(Cl)cccc1NC(=O)Cn1nc(C(F)(F)F)c2c1CCC2 | 2%
Cc1ccc(N2C(=O)NC(NS(=O)(=O)c3ccccc3)(C(F)(F)F)C2=O)cc1 (configuration not stated) | 2%

(next part)
SMILES | aSyn yeast rescue
COc1ccc(Cc2nnc(NC(=O)C3CC(=O)N(c4ccccc4)C3)s2)cc1OC (configuration not stated) | 3%
Cc1ccc(C)c(CN2C(=O)c3ccccc3S(=O)(=O)c3ccc(C(=O)NCCc4ccc(Cl)cc4)cc32)c1 | 1%
O=C(Nc1ccc(OC(F)(F)F)cc1)c1cc2ccccn2n1 | 0%
NC(=S)N=Nc1c(O)n(CCCl)c2ccc(Br)cc12 | -2%
O=C(NCCc1csc(-c2cccnc2)n1)c1ccco1 | 8%
Cc1ccccc1C(=O)Nc1sc2c(c1C(=O)O)CCC(C(C)(C)C)C2 (configuration not stated) | 0%
Cc1ccc(C(N)=Nc2ccccc2)cc1 | 8%
CCn1c(C2CC(=O)N(c3cc(C)cc(C)c3)C2)nc2ccccc21 (configuration not stated) | 4%
Cc1ccc(O)c(N=Cc2sc3ccccc3c2Cl)c1 | -9%
COc1ccc(OC)c(C2CC(=O)c3c([nH]c(C(=O)OC(C)C)c3C)C2)c1 (configuration not stated) | 2%
COc1cccc(-n2c(-c3cccc(F)c3)nc3c(cnn3-c3ccc(C)cc3)c2=O)c1 | -19%
O=C(CSc1nnc(CNC(=O)c2ccccc2)n1-c1cccc(Cl)c1)Nc1ccccc1F | -11%
CCc1ccc(NC(=O)Cn2c(=O)n(CCC(=O)N3CCc4ccccc4C3)c(=O)c3ccccc32)cc1 | -5%
O=C(COC(=O)c1ccc(O)cc1O)NC1CCS(=O)(=O)C1 (configuration not stated) | 6%
CC(=O)c1ccc(N2CCN(C(=O)C3CCN(S(=O)(=O)c4cccs4)CC3)CC2)cc1 | 4%
O=C(Cc1c[nH]c2ccccc12)N1CCN(S(=O)(=O)c2ccc(Cl)cc2)CC1 | 8%
Cc1cccc(C2=NNC(=O)C(c3ccc(Cl)cc3)C2)c1 (configuration not stated) | 2%
Cc1ccc(CNC(=O)C2CCN(S(=O)(=O)Cc3ccccc3)CC2)cc1 | 1%
COc1ccc(CC(=O)Nc2nnc(-c3cccc([N+](=O)[O-])c3)s2)cc1 | 12%
Cc1ccc(-n2ncc3c(NCCO)ncnc32)cc1Cl | -6%
CCn1cc2nc(SCc3cc(C)ccc3C)n(Cc3ccc(OC)cc3)c(=O)c2n1 | -1%
Cc1ccc(S(=O)(=O)c2nc(-c3ccco3)oc2SCC(=O)c2ccc(Cl)cc2)cc1 | 6%
O=C(c1cc(-c2cccc(Cl)c2)on1)N1CCCCC1 | -2%
CCOc1ccc2nc(NC(=O)COc3ccc(N(C)S(=O)(=O)c4ccc(C)cc4)cc3)sc2c1 | 0%
CNC(=O)C1CCC(Cn2c(=O)c3sccc3n(CC(=O)Nc3ccc(C)c(F)c3)c2=O)CC1 (configuration not stated) | 7%
c1ccc(Nc2nc(NCC3CCCO3)c3ccccc3n2)cc1 (configuration not stated) | 9%
CC(C)=N/N=c1\scc(C)n1Cc1ccco1 | -13%
Cc1nc2c(c(C)nn2-c2ccccc2)c(C)c1CCC(=O)NCc1ccccc1 | -2%
CC(NC(=O)c1ccc2ccccc2n1)c1ccc(Br)cc1 (configuration not stated) | 2%
CC1CCCC(NC(=O)CCn2c(=S)oc3ccccc32)C1C (configuration not stated) | 1%
COc1cc(OC)c(NC(=O)NCc2ccc3c(c2)CCN3C(C)=O)cc1Cl | 5%
Cc1cc(C)cc(OCC(=O)NCCc2nc3ccccc3[nH]2)c1 | -2%
CC(C)C(NC(=O)C(Cc1ccccc1)NC(=O)OCc1ccccc1)C(=O)O (configuration not stated) | 7%
CCCC(C)NC(=O)COC(=O)c1cc(Br)c(Br)s1 (configuration not stated) | -5%
CC(C)(C)NC(=O)NC(=O)CN1CCN(c2cccc(Cl)c2)CC1 | 15%
COc1ccc(-c2sc(Nc3ccc(F)c(F)c3F)nc2CCC(=O)NN)cc1 | 1%
CN1CCN(CCCNC(=O)c2cnn(-c3ccc(F)cc3)c2-n2cccc2)CC1 | 8%
Cc1ccc(S(=O)(=O)N2CCC(NC(=O)OC(C)C)CC2)cc1 | -10%
COc1cc(NC(=O)CN2C(=O)NC(C)(c3ccc(OC(F)F)cc3)C2=O)cc(OC)c1OC (configuration not stated) | 4%
Cc1[nH]nc2c1C(c1cccs1)C(C#N)=C(N)O2 (configuration not stated) | -6%
CC(=O)Nc1nc(C)c(CCCOc2ccc([N+](=O)[O-])cc2)c(=O)[nH]1 | -13%
CCOc1ccccc1NC(=O)COc1cccc2c(=O)n(CCOC)ccc12 | 5%
Cc1ccc(NC(=O)C2CCCN(c3ncnc4onc(C)c34)C2)c(Cl)c1 (configuration not stated) | -1%
O=C1CCC(=O)N1c1ccc(NCCc2ccccc2F)c([N+](=O)[O-])c1 | 4%
CC(C)NC(=O)N(C)C[C@@H]1OCc2cn(nn2)CCCC(=O)N([C@H](C)CO)C[C@H]1C | 6%
CC(C)(C)NC(=S)NC(C)(C)C | 2%
COc1ccc(-n2c(CCC(=O)O)ccc2-c2ccccc2)cc1 | 3%
COc1ccc(NC(=O)/C(C#N)=C\c2ccc(Br)o2)cc1 | -14%
COCCn1c(SCC(=O)c2ccc(C)cc2C)nc2cc(C(=O)NC3CCCC3)ccc2c1=O | 2%
O=c1cc(-c2ccccc2)n2c(SCc3ccccc3Cl)nnc2[nH]1 | 3%
CC1CCN(S(=O)(=O)c2ccc3nc(Nc4cccc(C(F)(F)F)c4)ccc3c2)CC1 | 12%
C[C@H](CO)N1C[C@H](C)[C@@H](CN(C)C)OCc2cnnn2CCCC1=O | 3%
Cc1ccc(C(=O)NS(=O)(=O)c2ccc(N=NN(C)C)cc2)cc1 | 2%
CCCNC(=O)Cn1nc(-c2ccc(OC)cc2)c2cnc3ccc(F)cc3c21 | -6%
Cc1ccc(-c2c(C(=O)Nc3ccc(F)c(F)c3)oc(=O)c3ccccc23)cc1 | -9%
CCN(Cc1ccccc1)C(=O)CN(c1ccc(OC)cc1)S(=O)(=O)c1c(C)nn(C)c1C | 8%
O=C(/C=C/c1ccco1)NC(=S)Nc1nc(-c2ccc3ccccc3c2)cs1 | -7%
Cc1cc(C)cc(OCc2nnc(SCC(=O)N3CCCCC3)o2)c1 | 9%
CC(C)Cn1c(=O)c2ccccc2n2c(-c3cccc(Cl)c3)nnc12 | -8%
Cc1c2cnn(-c3ccccc3)c(=O)c2c(C)n1CC(=O)N1CCN(c2ccc(F)cc2)CC1 | 5%
Going on with the list:
SMILES | aSyn yeast rescue
O=C(CSc1nnc(NC(=O)c2ccccc2F)s1)NC1CCCC1 | 1%
CCOC(=O)c1c(C)oc2nc(C)nc(NC(C)c3ccccc3)c12 (configuration not stated) | -4%
CCOc1ccc(N2CC(NC(=O)c3cccc4ccccc34)CC2=O)cc1 (configuration not stated) | 3%
N#Cc1ccsc1NC(=O)C1CCN(C(=O)c2ccc(Cl)cc2)CC1 | -11%
CN(C(=O)c1ccco1)c1nnc(C23CC4CC(CC(C4)C2)C3)s1 | 2%
O=C(CSc1ncccn1)N1CCCC1 | 3%
CC[n+]1ccc(/C=C/c2c[nH]c3ccccc23)cc1 | 0%
COc1cc2c(cc1OC)CC(C(=O)NCc1ccccc1)NC2 (configuration not stated) | 4%
COc1ccc(OC)c(CNC(=O)CN2CC(C)Sc3ccccc32)c1 (configuration not stated) | 6%
COCCCNC(=O)c1cnn(-c2ccc(F)cc2F)c1C1CCNCC1 | -13%
CC(OC(=O)CCCN=C1NS(=O)(=O)c2ccccc21)C(=O)Nc1ccccc1[N+](=O)[O-] (configuration not stated) | -2%
CCc1cc2cc(C)ccc2nc1SCC(=O)NNC(=O)c1ccco1 | -2%
C[C@H](CO)N1C[C@H](C)[C@@H](CN(C)S(=O)(=O)c2cccc(F)c2)Oc2ncc(Br)cc2C1=O | -3%
CC(=O)c1ccc(NC(=O)Nc2sc3nc4n(c(=O)c3c2C)CCC(C)CC4)cc1 (configuration not stated) | -5%
Cc1cccc(-n2ccnc2CN2CCN(C3CCCC3)C(CCO)C2)c1 (configuration not stated) | 5%
COc1ccc(F)cc1S(=O)(=O)NCC(c1ccco1)S(=O)(=O)c1ccc(F)cc1 (configuration not stated) | -3%
COC(=O)C1CCN(C(=O)CN(C)Cc2ccc(C(C)(C)C)cc2)CC1 | 6%
O=C(COc1coc(CN2CCc3ccccc3C2)cc1=O)Nc1ccc(F)cc1F | 0%
O=C(CC1SC(=O)N(Cc2ccccc2Cl)C1=O)Nc1nccs1 (configuration not stated) | -11%
CC1=C(C(=O)N(C(C)C)C(C)C)CC(CC(=O)NCCN2CCOCC2)C(=O)N1Cc1ccccc1 (configuration not stated) | 4%
CCOc1ccc(C(=O)Nc2cccc(NC(=O)c3ccc(Cl)cc3Cl)c2)cc1 | 2%
CCOC(=O)C1(Cc2ccc(OC)cc2)CCN(C(=O)CN2CCOC2=O)CC1 | 6%
O=C1CSC(=S)N1Cc1ccccc1 | -4%
O=C1Nc2ccccc2/C1=N\N=C\c1ccc(O)c(O)c1 | 2%

In another format: entries from further up.
molecule,aSyn yeast rescue
CC1=C(C(=O)N(C(C)C)C(C)C)CC(CC(=O)NCCN2CCOCC2)C(=O)N1Cc1ccccc1 (configuration not stated),4%
CCOc1ccc(C(=O)Nc2cccc(NC(=O)c3ccc(Cl)cc3Cl)c2)cc1,2%
CCOC(=O)C1(Cc2ccc(OC)cc2)CCN(C(=O)CN2CCOC2=O)CC1,6%
O=C1CSC(=S)N1Cc1ccccc1,-4%

(further entries)
SMILES | aSyn yeast rescue
COc1cc(SC)ccc1C(=O)OC(C)C(=O)Nc1ccc(NC(C)=O)cc1 (configuration not stated) | -5%
CN(C)CCNC(=O)CNC(=S)N(Cc1ccccc1)Cc1cccnc1 | -10%
O=S(=O)(c1cccc(-c2n[nH]c(=S)o2)c1)N1CCOCC1 | 7%
Cc1ccc(CCNS(=O)(=O)c2ccc3c(c2)C(C(C)C)C(=O)N3)cc1 (configuration not stated) | -9%

Of the compounds above, six have bromine:
SMILES | aSyn yeast rescue
Cc1cn([C@H]2C[C@H](O)[C@@H](CNCc3cc(Br)ccc3OCc3ccccc3)O2)c(=O)[nH]c1=O | 7%
NC(=S)N=Nc1c(O)n(CCCl)c2ccc(Br)cc12 | -2%
CC(NC(=O)c1ccc2ccccc2n1)c1ccc(Br)cc1 (configuration not stated) | 2%
CCCC(C)NC(=O)COC(=O)c1cc(Br)c(Br)s1 (configuration not stated) | -5%
COc1ccc(NC(=O)/C(C#N)=C\c2ccc(Br)o2)cc1 | -14%
C[C@H](CO)N1C[C@H](C)[C@@H](CN(C)S(=O)(=O)c2cccc(F)c2)Oc2ncc(Br)cc2C1=O | -3%
